HSF1 activator – increases HSF-1 driven luciferase reporter signal; AID 504408; activation, % at 9 µM; 300,000 tested, 1.7% active; NIH3T3-HGL HSF-1 luciferase reporter, MG132, 8 h; 100% = twice DMSO control signal;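 active = mean replicate activation of at least 50% with a set share of replicates each reaching 50%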;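 note: 0% = median of the neutral control wells and 100% = twice that signal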
aSyn UTR inh – 5' untranslated region of α-synuclein, MLPCN primary screen | inhibition, % (tested at 7.5 µM) | 300,000 tested, 0.82% active | AID 1813 | alpha-synuclein 5'UTR reporter, inhibitor activity; in the data active = inhibition above about 60%;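 note: H4 neuroglioblastoma cells stably carrying SNCA 5'UTR luciferase fusion; 0% = DMSO wells and 100% = positive control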
Platelet DG rel – platelet dense granule release activity; inhibition, %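 (compounds screened at 7.5 µM in platelet-rich plasma)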; 300,000 tested, 0.22% active; human platelet-rich plasma, SFLLRN dense granule ATP release, luminescence; AID 1663;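 active = mean replicate score, as percent of positive control, at or above 50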
HIF act – HIF pathway transcriptional activation | activation, % at 7.5 µM (by protocol) | U2OS HRE-luciferase reporter, luminescence; normalized: DMSO 0%, desferrioxamine 100% | 300,000 tested, 0.32% active | AID 1910;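 active = mean activation of at least 10% of the iron chelator positive control signal, with at least half of replicates also reaching 10%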
HSP90 inh – inhibitors of HSP90 luciferase refolding in rabbit reticulocyte lysate; AID 1789; luciferase refolding luminescence, 3 h; 290,000 tested, 0.91% active; inhibition, % at 5.6 µM;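 active = inhibition above the screen-wide mean plus 3 SD, computed separately per campaign, cut at about 16% in these data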;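 note: 0% = DMSO wells and 100% = 60 µM geldanamycin wells; inhibitors lower the luminescence because luciferase stays unfolded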
SKKanGAS inh – SKKanGAS growth inhibition; S. pyogenes SKKanGAS, kanamycin growth, BacTiter-Glo, 6 h; 300,000 tested, 1.3% active; inhibition, % at 7.5 µM; AID 1662;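 active = mean replicate score, as percent of positive control median, at least 50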;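 note: strain carries kanamycin resistance gene driven by streptokinase promoter and grows in 40 µg/ml kanamycin; loss of luminescence reflects streptokinase promoter inhibition or plain growth inhibition; 0% = median of DMSO wells and 100% = positive control at its reference dose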
HSF1 inhib – HSF1 inhibition; NIH3T3-HGL HSE-luciferase, MG132-induced, luminescence 8 h; hits give low values; activity change, negative = inhibition, % at 7.5 µM (by protocol); 300,000 tested, 0.77% active;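 active = more than half of replicate wells show activity change below -50%, luminescence cut by over half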;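 note: luciferase reports HSF-1 transcriptional activity via heat shock element; 0% = median of DMSO wells and -100% = zero luminescence signal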
KLF5 inhibitor – suppresses KLF5 promoter-driven expression | inhibition, % at 5 µM | DLD-1 KLF5 promoter-luciferase reporter, luminescence | 290,000 tested, 0.23% active | AID 1700;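 active = inhibition above a per-plate limit of that plate's mean compound inhibition plus 3 SD, cut at about 60% in these data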;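 note: 0% = DMSO wells and 100% = LY294002 at 200 µM; higher means less KLF5 promoter-driven luciferase light; inactives centre near -14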
AI-2 QS mod – modulates the Vibrio harveyi AI-2 quorum sensing system; Vibrio harveyi JMH597 AI-2 luminescence/OD600 ratio, 9 h; hits give low values; strain lacks LuxN and CqsS sensors; 0 = neutral-control median; activity change, % at 7.5 µM; 300,000 tested, 0.4% active; AID 2094; in the data active = activity change below about -75%, passing the limit was not always enough;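 note: luminescence divided by OD600 gain over 9 h not by final OD600 alone; inactives centre near 13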
IEC-6 cytotox – counter-screen for KLF5 inhibitors: cytotoxicity in IEC-6 cells; IEC-6 cytotoxicity, luminescence viability; AID 1825; 290,000 tested, 0.78% active; inhibition, % at 5 µM; in the data active = inhibition above about 22%;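 note: 0% = plate median of test compound wells and 100% = cytotoxic reference compound wells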
* hit, by the source's call; nt = no result given.

SMILES	HSF1 activator	aSyn UTR inh	Platelet DG rel	HIF act	HSP90 inh	SKKanGAS inh	HSF1 inhib	KLF5 inhibitor	AI-2 QS mod	IEC-6 cytotox
CC(C)(C)c1ccc(/C=N/Nc2nncn2N)cc1	16	-27	-6	1.8	-3	-1	17	-34	4	-6
CC(CCc1ccc(O)cc1)N(C)CCc1ccccc1 (centres undefined)	-7	19	13	-0.9	-2	0	-5	1	3	4
CCc1nnc2n1N=C(c1ccc(Br)cc1)CS2	-2	38	-1	-9.6	-2	-3	5	-37	2	2
Cc1ccc(Cn2c(=O)c3ccccc3n3c(CCC(=O)NCCN4CCOCC4)nnc23)cc1	8	-17	3	0.3	-5	0	-1	-2	15	-6
CCOC(=O)NN1C(=O)c2ccccc2NC1c1ccc(OC)cc1 (centres undefined)	-9	-16	9	0.1	2	0	8	-28	9	4
Cn1c(C2CCCCC2)nc2ccccc21	9	-20	7	-2.3	-1	-4	0	-53	15	-2
CCOC(=O)Cc1ccc(NC(=O)c2ccccc2Br)cc1	1	2	-1	0.1	-2	1	0	-4	3	3
CCN(CC)Cc1c(C(=O)N/N=C/c2cccc3ccccc23)nnn1-c1nonc1N	-6	0	-4	0.1	1	-1	-9	-36	24	-8
CCOc1ccc(NC(=O)Cn2sc3nc(C)cc(C)c3c2=O)cc1	27	23	1	0.1	0	15	20	-5	53	-3
CC(C)c1nc(CNC(=O)C2CCC(=O)N(CCc3ccc(Cl)cc3)C2)no1 (centres undefined)	10	0	9	0.1	-3	-5	4	-38	39	-11
Cc1c(C=O)c(=O)n(-c2ccccc2)n1C	19	4	1	-0.1	-3	5	-8	-13	-6	-1
CN(C)c1oc(COc2ccc(F)cc2)nc1C#N	46	1	0	0.0	-1	-2	5	-23	27	1
NS(=O)(=O)c1cccc(NC(=O)COC(=O)c2cc(Cl)ccc2[N+](=O)[O-])c1	20	-1	5	-0.2	2	-14	8	0	-79*	-3
CCCC(=O)N1CC2(CCC)CN(C(=O)CCC)CC(CCC)(C1)C2=O	-22	14	11	-0.3	1	-1	-5	-10	4	4
O=C(CNC(=O)c1ccc2c(c1)S(=O)(=O)N=C1CCCCCN12)Nc1ccc(F)c(F)c1	-1	8	0	0.0	nt	4	-9	nt	9	nt
Cc1ccc(C(C(=O)NCc2ccccc2)N(C(=O)c2csnn2)C2CC2)cc1 (centres undefined)	21	-5	-2	-29	-3	-16	3	13	nt	3
Cc1c(OC(C)C(=O)NCc2ccccn2)ccc2c3c(c(=O)oc12)CCC3 (centres undefined)	-13	-7	-1	-0.4	-3	-2	1	-25	-2	5
O=C(NCCCn1cccn1)c1cc(COc2ccc(F)cc2Cl)on1	-19	-27	1	0.5	-1	-1	-2	-32	3	-4
Cc1nc(-c2cccc(NC(=O)c3cccs3)c2)cs1	12	-54	-3	1.3	0	-6	1	-37	-2	-2
CC(C)CC(c1nnnn1Cc1ccccc1)N1CCN(C(=O)c2ccco2)CC1 (centres undefined)	9	-41	-7	-0.2	2	-13	-2	-18	30	5
CCCNC(=O)c1cc(S(=O)(=O)N2CCc3ccccc32)ccc1F	1	12	-2	-0.6	-2	-6	10	-1	31	-1
COC(=O)/C(=C/c1ccc(F)cc1)NC(C)=O	-10	-25	-3	nt	-6	2	-3	9	6	1
Cc1oc2ccc(NS(=O)(=O)c3ccc(C(C)(C)C)cc3)cc2c1C(=O)Nc1ccccc1	61*	8	0	-0.2	4	37	18	-5	30	-4
CCOc1ccc(S(=O)(=O)N2CCCC2)cc1	8	8	9	0.2	1	-1	1	-26	24	-3
CN(CCc1ccccn1)C(=O)c1ccc(OC(F)(F)F)cc1	-1	6	6	0.8	1	-2	-2	-48	15	6
SMILES	HSF1 activator	aSyn UTR inh	Platelet DG rel	HIF act	HSP90 inh	SKKanGAS inh	HSF1 inhib	KLF5 inhibitor	AI-2 QS mod	IEC-6 cytotox
COC(C)(C)[C@H](O)COc1c2ccoc2cc2oc(=O)ccc12	-22	19	1	0.5	2	3	-6	-8	10	1
O=C(/C=C/c1cccc([N+](=O)[O-])c1)NCc1cccnc1	-4	6	8	-0.3	0	10	5	-5	3	1
Oc1ccc(N2CCN(c3nnnn3-c3ccccc3)CC2)cc1	11	19	-1	-0.1	-5	-2	6	-8	-10	-6
CCCCCSc1nnc(C)c(=O)[nH]1	-3	14	-4	0.3	-3	-3	-4	-12	25	-2
Cc1ccc(S(=O)(=O)NCCSc2nncn2C)cc1	-7	15	5	-0.1	-4	5	-9	-19	7	0
CC1Sc2ccc(S(=O)(=O)NCCc3ccccc3)cc2NC1=O (centres undefined)	37	8	5	0.2	4	-22	6	-21	31	-4
COC(=O)c1ccc(-c2noc(CN(C)Cc3ccncc3C)n2)cc1	16	4	-3	-0.6	-3	-4	2	-13	9	-1
CN(Cc1cccc(Cl)c1Cl)C(=O)c1cccc(S(=O)(=O)N2CCN(Cc3ccccc3)CC2)c1	18	-10	-2	-1.3	6	5	5	-7	24	-2
CCCN1CCc2c(sc(NC(=O)c3ccc(S(=O)(=O)N4CCN(C(=O)OCC)CC4)cc3)c2C(N)=O)C1	-1	6	12	0.6	-2	57*	-6	-20	23	-1
C=CCNC(=O)COC(=O)c1cc(S(=O)(=O)N2CCCCC2)ccc1Cl	-12	10	0	0.3	1	-5	3	-18	18	6
O=C(CCS(=O)(=O)c1ccc2c(c1)NC(=O)CO2)NCc1ccccc1	-6	6	-3	0.2	1	-15	-1	-33	-9	3
O=[N+]([O-])c1cc(/C=N/O)ccc1SCc1ccccc1	0	-22	-2	0.2	-2	4	13	-68	29	-1
CCOC(=O)c1sc2nc(C)cc(C)c2c1N	16	-18	3	3.0	0	-8	4	-40	7	2
Cc1nc(-c2cccc(NC(=O)c3ccc(Br)o3)c2)cs1	nt	nt	nt	nt	-8	nt	nt	-49	5	1
CN1c2ccccc2C(=O)NC1c1ccc([N+](=O)[O-])s1 (centres undefined)	15	-43	8	-0.8	0	10	12	-15	-25	-8
CCc1c(C)c2ccc(OCC(=O)N(C)C)c(C)c2oc1=O	19	-31	-9	0.5	1	-14	12	-34	27	7
CSc1cc(C)n(-c2ccccc2C)c(=S)c1C(C)=O	1	-18	1	0.0	-2	-7	-12	-1	19	-3
CCCOc1ccc(S(=O)(=O)NCCN2CCOCC2)c2ccccc12	7	5	-6	-0.5	1	-1	2	-38	1	5
CCN1C(=O)CC(C(=O)OC)=C1C	-17	-2	-4	-0.3	3	-7	4	-7	6	-3
Cc1ccc(OCC(=O)Nc2cccc(S(=O)(=O)N3CCCCC3)c2)c([N+](=O)[O-])n1	4	29	19	-0.3	5	2	5	-4	22	3
Clc1cccc(OCCN2CCOCC2)c1	0	-1	1	-0.2	2	6	2	-1	15	1
Cc1cc(C)nc(N/N=C/c2ccncc2)n1	0	5	-3	-32	2	-6	-10	-32	11	-3
O=C(Nc1ccccc1)N1CCC(O)(c2cccc(C(F)(F)F)c2)CC1	0	16	-1	0.4	1	-2	-1	-9	16	-4
CC(=O)OCN(C#N)c1nc(N(C)C)nc(N(C)C)n1	14	1	-6	-0.2	3	4	2	-8	33	1
COc1ccc(Cc2nnc(NC(=O)CSc3ccc(C)cc3)s2)cc1OC	-18	19	34	0.1	-3	2	7	9	4	-2
SMILES	HSF1 activator	aSyn UTR inh	Platelet DG rel	HIF act	HSP90 inh	SKKanGAS inh	HSF1 inhib	KLF5 inhibitor	AI-2 QS mod	IEC-6 cytotox
C=C1c2cc(CC)ccc2NC(=O)N1c1ccc(C)cc1	6	-9	-3	nt	-1	-1	3	-39	16	-2
CCCN1C(=O)C(O)(C/C(C)=N/O)c2ccccc21 (centres undefined)	14	-8	-2	-0.1	-1	1	-5	-5	6	1
CC(O)CNc1cc(N)c([N+](=O)[O-])cc1[N+](=O)[O-] (centres undefined)	3	0	-17	0.2	0	1	-3	-15	56	2
COC(=O)c1sccc1NC(=O)Nc1cc(C)ccc1OC	-4	12	8	-0.4	-2	4	-8	-37	16	-2
Cc1cc(C)nc(N2CCCC(C(=O)NCc3ccccc3F)C2)n1 (centres undefined)	14	-9	7	0.1	0	7	3	6	28	-1
O=[N+]([O-])c1cnccc1Nc1ccccc1	4	-19	-5	0.3	0	3	-2	1	-3	5
CON(C)c1nc(OCC#N)nc(N(C)C)n1	1	3	1	-0.4	2	5	-9	-18	17	4
O=C(Nc1ccccc1)c1[nH]ncc1[N+](=O)[O-]	-4	-35	1	0.2	2	2	-8	-34	27	-5
COc1ccccc1NS(=O)(=O)c1cc(C(=O)NCc2cccnc2)ccc1C	-1	-85	5	-0.6	nt	-9	-2	nt	-3	nt
Cc1ccc(S(=O)(=O)N(C)C)cc1NC(=O)COC(=O)C1CC1	-3	11	5	0.0	nt	-2	-7	nt	14	nt
CCNC(=O)CC1SC(=Nc2cccc3ccccc23)N(C)C1=O (centres undefined)	1	8	0	-0.5	-5	0	-6	20	18	-4
Cc1cc(C)c(NC(=O)CSc2nnc(Cc3cccn3C)n2-c2ccc(F)cc2)c(C)c1	39	2	-3	-0.3	-2	6	10	-16	25	-2
O=C1NC(=S)N/C1=C\c1ccc(N2CCOCC2)cc1	16	-58	-3	0.5	6	-1	13	-48	29	3
CCCn1nnc(NC(=O)c2ccc(Br)o2)n1	16	-56	7	-2.8	1	0	-1	-19	18	0

High-throughput results deposited in PubChem BioAssay by several laboratories.
